Pol eta inh: blocks human DNA polymerase eta activity. Q9Y253. recombinant Pol eta, fluorescent DNA replication assay. Potency, µM (titrated, usually from 114 µM), inactives show at the highest dose activity change, negative = inhibition, most hits filed as inhibitors. hit rate 1.2% among 390,000. AID 588591; note: potency is the fitted concentration of half-maximal effect; % is set by controls: 0 for no effect and ±100 for the full control effect
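Pol eta at 10 nM preincubated with compounds 15 min at room temperature; reaction started with fluorescent substrate (50 nM final) and read kinetically at 0 and 10 min.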
GLS inh: blocks human kidney-isoform glutaminase activity. GLS enzymatic activity, qHTS titration. Potency, µM (titrated, usually from 45.5 µM), inactives show at the highest dose activity change, negative = inhibition, hits mostly inhibitors. hit rate 0.21% among 410,000. AID 624170; note: potency is the fitted concentration of half-maximal effect; % is set by controls: 0 for no effect and ±100 for the full control effect
Target sequence (O94925 whole entry, looked up, canonical isoform): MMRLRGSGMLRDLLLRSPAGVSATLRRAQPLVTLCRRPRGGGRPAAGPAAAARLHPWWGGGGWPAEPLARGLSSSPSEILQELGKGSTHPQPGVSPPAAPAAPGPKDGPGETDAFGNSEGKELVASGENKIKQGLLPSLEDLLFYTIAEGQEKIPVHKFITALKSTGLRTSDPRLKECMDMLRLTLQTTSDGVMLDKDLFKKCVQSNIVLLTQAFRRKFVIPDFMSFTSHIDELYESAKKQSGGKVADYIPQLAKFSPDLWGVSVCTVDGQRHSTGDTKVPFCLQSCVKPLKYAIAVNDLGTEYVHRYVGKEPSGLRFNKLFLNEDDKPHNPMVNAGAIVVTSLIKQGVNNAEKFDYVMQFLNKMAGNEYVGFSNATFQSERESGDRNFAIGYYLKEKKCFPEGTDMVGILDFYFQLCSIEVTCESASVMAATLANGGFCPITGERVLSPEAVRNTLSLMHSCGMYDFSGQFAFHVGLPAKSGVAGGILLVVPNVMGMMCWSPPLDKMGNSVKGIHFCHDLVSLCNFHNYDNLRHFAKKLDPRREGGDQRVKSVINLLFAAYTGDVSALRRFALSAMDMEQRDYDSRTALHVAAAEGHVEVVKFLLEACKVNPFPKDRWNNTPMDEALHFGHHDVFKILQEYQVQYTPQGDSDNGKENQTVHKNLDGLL
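hKGA in 45 mM KH2PO4 pH 8.2, 0.02% Tween-20 with pin-transferred compounds; 1 mM L-glutamine (stock) plus glutamate oxidase/HRP/Amplex Red coupling added. Fluorescence read initially and after 30 min at RT.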
Pin1 inh: blocks the human prolyl isomerase Pin1 | Pin1 FP peptide displacement, HiFluor488, 10 min | Q13526 | Potency, µM (top dose mostly 115 µM), inactives show at the top dose activity, negative = inhibition, usual class: inhibitors | hit rate 0.009% among 390,000 | AID 504891; active = well fitted inhibition curve with a large enough effect in the polarisation, with a control signal flat, not every such curve was filed as active; inconclusive = small, poorly fitted or top-dose-only effect, or effect the other way, or a change in a side signal; inactive = no such curve, though single readings can be large or run the other way; the % refers to the polarisation; note: potency is the fitted concentration of half-maximal effect; % is set by controls: 0 for no effect and ±100 for the full control effect
Target sequence (Q13526 whole entry, looked up): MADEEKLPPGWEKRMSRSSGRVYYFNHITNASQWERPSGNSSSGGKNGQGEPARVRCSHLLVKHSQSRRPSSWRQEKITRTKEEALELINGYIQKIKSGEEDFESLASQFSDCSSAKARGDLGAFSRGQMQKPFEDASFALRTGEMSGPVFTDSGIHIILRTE
G9a inh: inhibitors of human histone lysine methyltransferase G9a; Q96KQ7; G9a H3K9 monomethylation, AlphaScreen, 2 h; Potency, µM (series often up to 102 µM), for the others: at the top dose activity, negative = inhibition, actives largely listed as inhibitors; hit rate 8.8% among 350,000; AID 504332; note: potency is the fitted concentration of half-maximal effect; % is set by controls: 0 for no effect and ±100 for the full control effect; nearly all actives have a fitted effect of over 75% in size
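Methyltransferase reactions run at room temperature for 2 h (20 nM enzyme, 500 nM biotin-H3K9 peptide, 20 uM SAM) after a 15 min compound preincubation; product detected by AlphaScreen beads and anti-H3K9me1 antibody.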
JMJD2A Tudor inh: blocks the human JMJD2A Tudor domain; O75164; AlphaScreen JMJD2A-Tudor / H3K4me3 peptide binding; Potency, µM (series often up to 114 µM), for inactives: at the top dose activity change, negative = inhibition, usual class: inhibitors; hit rate 4.4% among 390,000; AID 504339; note: potency is the fitted concentration of half-maximal effect; % is set by controls: 0 for no effect and ±100 for the full control effect; nearly all actives have a fitted effect of over 50% in size
HP1b binding inh: HP1-beta chromodomain-methylated histone interaction inhibition | Potency, µM (top dose mostly 114 µM), for the others: at the highest dose activity change, negative = inhibition, usual class: inhibitors | hit rate 0.56% among 390,000 | AID 540317 | AlphaScreen HP1-beta / biotin-H3K9me3 peptide binding | P83916; note: potency is the fitted concentration of half-maximal effect; nearly all actives have a fitted effect of over 70% in size; inactives centre near 23
Target sequence (P83916 whole entry, looked up): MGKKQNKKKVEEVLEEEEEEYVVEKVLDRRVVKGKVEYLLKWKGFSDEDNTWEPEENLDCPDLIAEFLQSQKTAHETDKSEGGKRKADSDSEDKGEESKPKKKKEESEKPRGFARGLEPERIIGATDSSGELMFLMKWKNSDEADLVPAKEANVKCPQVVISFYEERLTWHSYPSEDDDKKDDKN
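AlphaScreen: HP1-beta (50 nM) preformed 30 min with biotin-H3(1-18)K9me3 peptide (50 nM) in PBS pH 7.4, 0.01% Tween-20. Compound added for 30 min at RT, then streptavidin donor/nickel chelate acceptor beads (10 ug/mL) for 30 min.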
BAZ2B block: BAZ2B (human) inhibition | Potency, µM (titrated, usually from 114 µM), for inactives: at the top dose activity change, negative = inhibition, actives largely listed as inhibitors | Q9UIF8 | hit rate 4.4% among 360,000 | AlphaScreen BAZ2B-H3K14Ac peptide displacement; note: potency is the fitted concentration of half-maximal effect; % is set by controls: 0 for no effect and ±100 for the full control effect; nearly all actives have a fitted effect of over 60% in size
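Compounds, titrated to a top concentration of 110 uM, were incubated 30 min at room temperature with preformed BAZ2B/acetyl-K14 H3 peptide complex (50 nM each). Proximity signal was measured by AlphaScreen after 20 min with beads.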
PGK inhibitor: inhibitors of T. brucei phosphoglycerate kinase; PGK/GAPDH coupled, Kinase-Glo luminescence, 60 min; Potency, µM (series often up to 57.5 µM), without a hit: at the highest dose activity change, negative = inhibition, actives largely listed as inhibitors; hit rate 0.043% among 380,000; note: potency is the fitted concentration of half-maximal effect; % is set by controls: 0 for no effect and ±100 for the full control effect; nearly all actives have a fitted effect of over 60% in size
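Luminescent ATP detection (Kinase-Glo Plus) follows a 60-minute room-temperature incubation, with wells lacking PGK as controls. Buffer: 100 mM TEA (pH 7.6), 5 mM MgCl2, 0.01% Tween-20. Coupling enzyme GAPDH (100 nM final) supplies unstable 1,3-BPG in-well.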
PI4K2A inh: blocks human PI4K2A kinase activity. purified PI4K2A, ADP-Glo luminescence, 1 h; stronger effect = lower value. hit rate 0.13% among 420,000. Q9BTU6. activity change, negative = inhibition, % at 76.9 µM; in the data active = activity change below about -50%; inconclusive = mostly about -30% to -49%;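 note: -100% = wells without enzyme as full effect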
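PI4K2A activity was measured by ADP-Glo luminescence: enzyme (4 ug/mL stock) and phosphatidylinositol (1.2 mM stock) in Tris pH 7.5/MgCl2/EGTA/Triton X-100 buffer were reacted with ATP (300 microM stock) for one hour at ambient temperature.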
Starred values were filed as active, the others as inactive; i = inactive; u = inconclusive; x = not tested or not shown; [ ] = remark or other dose. Unless noted, calls come from the whole dose curve; as a rule, active = well fitted curve in the direction sought with a large enough effect; inconclusive = small, poorly fitted or top-dose-only effect, or another doubt; inactive = no such curve, though single readings can be large; an effect the other way counts as inactive or inconclusive.

JMJD2A Tudor inh	HP1b binding inh	PGK inhibitor	PI4K2A inh	BAZ2B block	Pol eta inh	Pin1 inh	G9a inh	GLS inh	mol
170%[activator]	204%[activator]	-3%	5	110%[activator]	-9%	0%	182%[activator][59 µM]	4%	Cc1ccc(Cn2ccc(-c3cnc(-c4ccccc4)s3)n2)cc1
-19%	45%[activator]	x	-1	u	1%	-2%	-10%	8%	CC1CCN(CC(O)COCCC23CC4CC(CC(C4)C2)C3)CC1 (stereo not given)
9%	29%	-4%	0	-6%	-7%	-7%	-42%	-2%	Cn1ccsc1=NC(=O)c1ccc(=O)[nH]c1
-11%	20%	-9%	3	-4%	-1%	-3%	u	-1%	Cc1cc(NS(=O)(=O)c2ccc(NC(=O)COc3ccc(Cl)cc3)cc2)nc(C)n1
-35%	37%	-5%	-1	-10%	-25%	-4%	x	5%	CCOc1ccc2nc(N(CCN(CC)CC)C(=O)/C=C/c3cccs3)sc2c1
-8%	20%	5%	5	-1%	6%	-3%	-5%	-26%	COc1cccc(CNC(=O)c2c(C)nn(-c3ccccc3)c2C)c1
-28%	16%[57 µM]	x	2	-21%	x	-7%	-7%[59 µM]	3%	CCN(C(=O)CN1C(=O)c2ccccc2Sc2ccc(C(=O)OC)cc21)c1cccc(C)c1
-45%[57.1 µM]	79µM*	u	-1	50µM*	11µM*	-18%	45µM*	u	O=C(O)C1C2C=CC(CC2)C1C(=O)O (stereo not given)
-7%	46%	-4%	-14	-3%	-9%	-4%	u	-6%	COc1ccc(N2C(=O)CC(N(Cc3ccc(S(N)(=O)=O)cc3)C(C)=O)C2=O)cc1 (stereo not given)
-30%	0%	-11%	2	x	-13%	-5%	11%[59 µM]	4%	Cc1ccccc1OCc1nnc(SCC(=O)Nc2ccc3c(c2)OCO3)n1C
-15%	22%	4%	-7	40%[activator]	-18%	12%	18%	4%	Cc1ccc2c(Cl)c(C(=O)Nc3cccnc3)sc2c1
-11%	21%	8%	5	2%	-7%	6%	6%[0.501 µM]	8%	O=C(CNC(=O)c1ccc(Cl)cc1Cl)OCCOc1ccccc1
-6%	30%[activator]	-10%	-1	-26%	11%	0%	-7%[59 µM]	0%	COc1ccc(N2CCN(S(=O)(=O)c3ccc4oc(=O)c5ncn(C)c5c4c3)CC2)cc1
-31%	2%	2%	-3	12%	-28%	21%	6%[2.33 µM]	1%	CCCCCCSc1ccc([C@@H]2[C@@H]3C(=O)N(C)C(=O)[C@@H]3[C@]3(C(=O)OC)CCCCN23)cc1OC
x	x	-6%	6	x	-16%	x	x	9%	O=C(O)CNc1nc(NCc2ccc(Cl)cc2)ccc1[N+](=O)[O-]
1%	35%	4%	0	-2%	-5%	-1%	-8%[12.7 µM]	-2%	O=C(NCCN1CCCC1)C1(S(=O)(=O)c2ccc(Cl)cc2)CC1
10%	25%	-7%	6	-1%	-12%	106%[activator]	6%	-5%	O=c1c2ccccc2nc(-c2ccco2)n1/N=C/c1ccco1
u	-12%	i	-18	50µM*	u	u	u	3%	O=C1CCCC(O)=C1N=Nc1ccc2ncsc2c1
50µM*	-12%	6%	1	-21%	-16%	12%	11%	8.9µM*	CCc1nc(SCC(=O)NNC(=O)c2ccc(OC)cc2)c2ccccc2n1
u	u	-3%	4	-28%	-2%	-1%	5µM*	-21%	c1ccc(Cc2nn3c(COc4ccccc4)nnc3s2)cc1

Entries from the list above with an aryl thioether with sulfur outside any ring (3):
JMJD2A Tudor inh	HP1b binding inh	PGK inhibitor	PI4K2A inh	BAZ2B block	Pol eta inh	Pin1 inh	G9a inh	GLS inh	mol
-30%	0%	-11%	2	x	-13%	-5%	11%[59 µM]	4%	Cc1ccccc1OCc1nnc(SCC(=O)Nc2ccc3c(c2)OCO3)n1C
-31%	2%	2%	-3	12%	-28%	21%	6%[2.33 µM]	1%	CCCCCCSc1ccc([C@@H]2[C@@H]3C(=O)N(C)C(=O)[C@@H]3[C@]3(C(=O)OC)CCCCN23)cc1OC
50µM*	-12%	6%	1	-21%	-16%	12%	11%	8.9µM*	CCc1nc(SCC(=O)NNC(=O)c2ccc(OC)cc2)c2ccccc2n1

Other structures:
JMJD2A Tudor inh	HP1b binding inh	PGK inhibitor	PI4K2A inh	BAZ2B block	Pol eta inh	Pin1 inh	G9a inh	GLS inh	mol
-14%	19%	0%	1	0%	1%	-2%	14%[59 µM]	6%	Cc1cnc(C(=O)OCC(=O)Nc2ccc(Cl)cc2Cl)cn1
-5%	20%	6%	4	-2%	2%	7%	x	6%	CCOC(=O)c1ccc(NC(=O)CN2C(=O)CN(C(C)=O)C2=S)cc1
-4%	39%	2%	-1	10%	-8%	4%	30%[12.7 µM]	-2%	COc1ccc(OC)c(NC(=O)CSc2nc3nc(C)cc(C)n3n2)c1
-4%	25%	-5%	-3	6%	-20%	-1%	-3%[12.7 µM]	-9%	CCOC(=O)c1cc(NC(=O)c2c(C)noc2C)cc(C(=O)OCC)c1
35µM*	-10%	-7%	4	25µM*	-3%	-3%	18µM*	-4%	Clc1ccc(-n2cccc2CN2CCc3c([nH]c4ccccc34)C2c2ccccn2)nc1 (stereo not given)
-14%	24%	-9%	1	u	-21%	25%	u	u	CCOc1ccccc1C(=O)Oc1c(S(=O)(=O)c2ccc(C)cc2)c(C)nn1-c1ccccc1
u	2%	-8%	-2	-30%	-16%	12%	-8%[12.7 µM]	0%	O=c1[nH]c(NNC(=S)NC2CCCCC2)nc2c1C1(CCCC1)Cc1ccccc1-2
-15%	20%	-3%	13	-1%	-15%	-3%	19%[59 µM]	14%	O=c1cc(N2CCOCC2)[nH]c(=O)n1C1CCCCC1
u	62%[activator]	i	-8	x	-13%	3%	16%[59 µM]	2%	CC1CCN(CCCNC(=O)c2cn(C)c3ccc(S(=O)(=O)N(C)C4CCCCC4)cc3c2=O)CC1
-14%	7%	6%	-8	u	-1%	14%	u	2%	Cc1nc(-c2ccc(S(=O)(=O)N3CCN(C(c4ccccc4)c4ccccc4)CC3)s2)cs1
-5%	23%	-8%	-6	-32%	-2%	-4%	-15%	-3%	CCOC(=O)C1(CCOc2ccccc2)CCN(CC(O)CO)CC1 (stereo not given)
-10%	21%	4%	-5	-20%	-21%	20%	-9%[59 µM]	-4%	CC(C)c1ccc(CNc2nc(-c3ccco3)nn2S(=O)(=O)c2ccccc2)cc1
-5%	30%	4%	3	-6%	-11%	1%	-3%[59 µM]	7%	COc1ccc(C(=O)NC2(C(F)(F)F)C(=O)NC(C)=C2C#N)cc1 (stereo not given)
1.6µM*	u	-1%	-2	35µM*	4%	-4%	20µM*	12%	CC(C(=O)N(C)Cc1ccccc1)N1CCN(C/C=C/c2ccccc2)CC1 (stereo not given)
6%	32%	-8%	-23	-1%	-17%	-4%	24%	-10%	O=C(NC1CCCC1)C(c1cccnc1)N(C(=O)c1ccco1)c1ccc(F)cc1 (stereo not given)
14µM*	-8%	6%	0	-13%	-5%	2%	u	0%	N#Cc1ccc(NC(=O)Cn2c3[n+](c4ccc(C(F)(F)F)cc42)CCCCC3)cc1
-2%	32%	-4%	2	-1%	-4%	3%	-4%	-4%	CCCCNC(=O)CCN1N=C(c2ccccc2)CCC1=O
11µM*	6%	-2%	2	x	-19%	-1%	56%[activator]	u	O=C(COC(=O)C1CCCCC1)Nc1ccccc1OC(F)F
-2%	18%	-14%	-4	10%	-9%	-1%	23%	-1%	Cc1cc(C)c(C(N)=O)c(NC(=O)Nc2ccccc2)n1
-2%	33%	-1%	-3	u	-16%	-1%	7%	19%	O=C(NNC(=O)c1cccs1)c1csc(N2CCOCC2)n1
-18%	23%	-2%	0	-30%	-18%	-6%	u	0%	CCCCn1c(CN2CCN(c3ccccc3)CC2)nc2c1c(=O)n(C)c(=O)n2C
-7%	46%[activator]	0%	9	0%	3%	-9%	-9%[59 µM]	4%	CCCC(=O)Nc1cccc(C(=O)Nc2nccs2)c1
-9%	6%	8%	-21	-22%	-5%	3%	-4%[59 µM]	4%	Cn1c(SCC(=O)Nc2ccccc2)nc2ccccc2c1=O
-12%	38%[activator]	-11%	5	8%	-6%	-8%	29%	-2%	O=C1CSC(c2cccc(F)c2)N1c1c(F)cccc1F (stereo not given)

In another format: four of the compounds above
Values run as follows: JMJD2A Tudor inh | HP1b binding inh | PGK inhibitor | PI4K2A inh | BAZ2B block | Pol eta inh | Pin1 inh | G9a inh | GLS inh
CCCCn1c(CN2CCN(c3ccccc3)CC2)nc2c1c(=O)n(C)c(=O)n2C
  -18% | 23% | -2% | 0 | -30% | -18% | -6% | u | 0%
CCCC(=O)Nc1cccc(C(=O)Nc2nccs2)c1
  -7% | 46%[activator] | 0% | 9 | 0% | 3% | -9% | -9%[59 µM] | 4%
Cn1c(SCC(=O)Nc2ccccc2)nc2ccccc2c1=O
  -9% | 6% | 8% | -21 | -22% | -5% | 3% | -4%[59 µM] | 4%
O=C1CSC(c2cccc(F)c2)N1c1c(F)cccc1F (stereo not given)
  -12% | 38%[activator] | -11% | 5 | 8% | -6% | -8% | 29% | -2%

Screening results from PubChem BioAssay.

Only part of the results is shown. The share of hits here may be higher or lower than overall.
